H9c2 protect: cardioprotection against H2O2-induced cell death, primary screen, uHTS, H9c2 cells, ATPLite luminescence | H9c2 cardiomyocytes, H2O2 injury protection, 2 h | protection from H2O2 cell death, % at 20 µM | actives 0.63% (n = 360,000) | AID 588492, 2011;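 active = compounds giving at least 50% protection of heart cells from peroxide-induced death in the single-dose screen, raw or plate-pattern-corrected value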;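 also: 0% = DMSO wells with peroxide and 100% = DMSO wells without peroxide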
N-glyco inh: increase of ERlucT glycosylation luciferase signal, primary screen, N-linked glycosylation inhibitor project, D54 ERlucT cells, luminescence, set 2 | AID 588692, 2011 | actives 0.23% (n = 360,000) | reporter increase, % at 12.5 µM | D54 ERlucT glycosylation luciferase reporter, 24 h; percent of 100 nM tunicamycin response;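 active = mean luciferase reporter signal, scaled so untreated is 0 and the glycosylation-blocking control 100, at or above a set limit in every replicate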;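 also: luciferase carries N-glycosylation sites so blocking glycosylation raises the light; 0% = median of neutral control wells and 100% = median of 100 nM tunicamycin wells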
iPSC survival up: enhancers of single-cell hiPSC survival, primary screen, ATPlite luminescence; survival enhancement, % at 20 µM; actives 0.044% (n = 360,000); 100% = ROCK inhibitor wells, 0% = DMSO; in the data active = survival enhancement above about 18%;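 also: cells exposed to compounds for 16 hours before the ATP read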
aDG glyco up: activators of alpha-DG glycosylation, primary screen, uHTS, Pro5-aDG cells, AlphaScreen; actives 0.22% (n = 360,000); activation, % at 10 µM; alpha-DG glycosylation AlphaScreen (IIH6); 0% Pro5, 100% B10-LARGE cell signal; AID 624168, 2012;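 active = activation of at least 8% versus controls, or a plate z-score of at least 8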;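 also: Pro5 are CHO cells carrying HIG-tagged alpha-DG that lacks glycosylation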
PDI turbidity: inhibitors of human PDI, primary screen, biochemical, turbidity, single point, plate reader. inhibition, % at 10 µM. PDI insulin aggregation turbidity, A650, 90 min. actives 0.052% (n = 350,000);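 active = mean inhibition across replicates of 30% or more, whatever share of single replicates reach that level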;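 also: absorbance from insulin aggregation driven by PDI reduction with DTT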
Target sequence (P07237 whole entry, looked up): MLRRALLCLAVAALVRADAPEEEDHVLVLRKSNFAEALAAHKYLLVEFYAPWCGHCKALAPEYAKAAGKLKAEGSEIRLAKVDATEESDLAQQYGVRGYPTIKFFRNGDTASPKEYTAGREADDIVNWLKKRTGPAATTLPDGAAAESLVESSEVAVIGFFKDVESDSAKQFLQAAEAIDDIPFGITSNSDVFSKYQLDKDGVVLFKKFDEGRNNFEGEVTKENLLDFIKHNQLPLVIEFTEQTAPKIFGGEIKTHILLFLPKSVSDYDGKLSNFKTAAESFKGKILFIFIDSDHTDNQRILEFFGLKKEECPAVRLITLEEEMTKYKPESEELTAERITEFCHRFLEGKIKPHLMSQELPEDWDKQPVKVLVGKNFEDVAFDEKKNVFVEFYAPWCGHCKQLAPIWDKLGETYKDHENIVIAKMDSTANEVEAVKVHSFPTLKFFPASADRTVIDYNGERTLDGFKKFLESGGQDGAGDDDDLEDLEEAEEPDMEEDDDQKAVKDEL
Vif inh: HIV Vif self-association inhibitors, primary screen, imaging, HEK293T, single point; actives 0.35% (n = 340,000); AID 602346, 2012; HEK293T cells, Vif self-association by quenched fluorescence, 24 h; inhibition, % at 7.49 µM; in the data active = inhibition above about 50%, passing the limit was not always enough; also: some results filed as inactive read as strong as hits
CaV13 ICDI inh: Disruptors of the CACNA1D IQ motif to Ca2+-dependent inactivation inhibitor domain association, primary screening, Förster resonance energy transfer in intact living …; HEK cells, CFP/YFP FRET ICDI-IQ, plate reader, 10 min; percent FRET-ratio fall versus neutral wells; inhibition, % at 12.3 µM; actives 0.098% (n = 340,000);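 active = mean replicate inhibition of at least 30% and at least 1% of replicates passing that level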;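 also: 0% = median of the neutral control wells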
Exocytosis inh: LAMP-1 surface exposure blockers, TALL-104 cells – cell-based, flow cytometry, MLPCN library, primary screen | inhibition, % at 10 µM | actives 0.66% (n = 360,000) | AID 651702, 2012 | TALL-104 LAMP-1 surface exposure; cells stimulated with thapsigargin and PMA;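 active = inhibition above about 55%, limit read from the data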
ABCB6 inh MLPCN: ABCB6 transporter inhibitors, primary screen, K562-ABCB6 cells, flow cytometry, MLPCN library; ATP-binding cassette sub-family B member 6 (Homo sapiens), Q9NP58; K562-ABCB6 porphyrin accumulation, 1 h; hits give low values; fluorescence ratio to DMSO, % at 10 µM; actives 0.19% (n = 360,000);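 active = fluorescence ratio to DMSO below 75%, the collection mean minus 3 SD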;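 also: signal is porphyrin accumulated inside mitochondria; 100% equals median channel fluorescence of DMSO control wells; lower ratio means ABCB6 inhibition with less porphyrin fluorescence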
m5-HT2A agonist: mouse Htr2a agonists via beta-arrestin recruitment, primary screen, cell-based, luminescence; 5-hydroxytryptamine receptor 2A (Mus musculus), P35363; CHO-K1 mHTR2A beta-arrestin complementation; percent of 30 µM serotonin response; activation, % at 7.6 µM; actives 0.66% (n = 360,000); AID 624169, 2012;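 active = activation above a run cutoff, the mean activation of all tested compounds plus 3 SD, cut at about 14% in these data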;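 also: 0% = plate median of compound wells and 100% = 30 µM serotonin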
Target sequence (P35363 whole entry, looked up): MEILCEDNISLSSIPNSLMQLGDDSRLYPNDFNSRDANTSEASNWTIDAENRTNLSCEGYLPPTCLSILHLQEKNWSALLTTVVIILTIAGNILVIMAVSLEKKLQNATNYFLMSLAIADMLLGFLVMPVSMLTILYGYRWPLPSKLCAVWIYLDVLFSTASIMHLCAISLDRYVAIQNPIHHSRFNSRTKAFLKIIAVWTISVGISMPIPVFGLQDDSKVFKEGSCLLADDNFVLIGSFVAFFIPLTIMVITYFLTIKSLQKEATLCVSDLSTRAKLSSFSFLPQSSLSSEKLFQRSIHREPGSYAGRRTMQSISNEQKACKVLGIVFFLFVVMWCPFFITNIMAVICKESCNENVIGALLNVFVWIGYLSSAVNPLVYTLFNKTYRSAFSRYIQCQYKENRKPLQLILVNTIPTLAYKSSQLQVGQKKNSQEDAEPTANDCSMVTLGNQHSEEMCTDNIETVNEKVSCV
Starred values were filed as active, the others as inactive; nt = not tested or not shown.

1) O=C(N/N=C/c1cc2c(cc1Cl)OCO2)c1ccc2c(c1)OCCO2
2) COC(=O)c1ccc(C(=O)N(CCN(C)C)c2nc3c(Cl)cccc3s2)cc1
3) Cc1ccc(Sc2ncccc2C(=O)NCC(c2ccc(F)cc2)N2CCOCC2)cc1C (stereo unspecified)
4) OCCNCc1cc(Br)ccc1OCc1ccccc1Cl
5) Nc1cccc2cnccc12
6) Cc1ccc2oc(C(=O)N(C)Cc3ccc(C)o3)c(C)c2c1
7) COc1ccc2c(C)cc(=O)sc2c1
8) COc1ccccc1NC(=O)CSc1nc2ccccc2cc1Cc1ccccc1

assay / entry	1	2	3	4	5	6	7	8
H9c2 protect	6	6	-6	-10	-3	0	4	-12
N-glyco inh	-1	3	0	1	9	2	3	-8
iPSC survival up	0.1	-0.4	-0.4	0.5	-1.4	0.2	-1.4	-1.6
aDG glyco up	0.1	0.0	0.3	1.6	0.6	0.7	0.5	0.4
PDI turbidity	1	1	1	-4	-7	1	-2	-6
Vif inh	-2	2	-2	-6	4	1	11	-1
CaV13 ICDI inh	-6	-2	-6	-19	-3	-2	-15	-7
Exocytosis inh	1	-5	4	0	5	81*	-3	3
ABCB6 inh MLPCN	99	92	105	95	99	98	100	93
m5-HT2A agonist	-1	-6	5	-6	1	-7	1	-1

9) O=C(CSc1ncnc2ccccc12)N1CCCC1
10) CCC(C)(C)n1nnnc1C(c1ccccc1)N1CCc2ccccc2C1 (stereo unspecified)
11) CCc1c(O)nc(SCC(=O)N2CCCCC2)n(-c2ccccc2C)c1=O
12) CCN(CC)S(=O)(=O)c1ccc(NC(=O)CCNC(=O)c2ccco2)cc1
13) C=CCN=c1scc(C)n1/N=C/c1ccc(O)c(O)c1
14) CCCCc1nc2cc(C(=O)N(C)C3CCOCC3)ccc2o1
15) COc1cc(NC(=O)CCn2c(=O)[nH]c3ccsc3c2=O)cc(OC)c1
16) COc1ccc(/C=N/Nc2nnc(Cc3ccccc3)c(=O)[nH]2)cc1

assay / entry	9	10	11	12	13	14	15	16
H9c2 protect	7	-8	3	-3	65*	-5	0	1
N-glyco inh	-2	6	-1	1	-7	-4	0	1
iPSC survival up	0.3	1.1	-1.5	-0.4	-0.9	-0.1	2.3	-0.6
aDG glyco up	0.0	-0.1	0.2	0.0	-0.7	-0.2	-0.1	0.0
PDI turbidity	2	-1	10	-6	4	10	0	5
Vif inh	nt	-2	0	6	0	1	-6	11
CaV13 ICDI inh	-5	-5	-7	-3	-19	nt	-5	-4
Exocytosis inh	-5	38	-4	-9	9	-12	2	0
ABCB6 inh MLPCN	98	102	109	94	98	97	102	98
m5-HT2A agonist	-4	-2	5	-1	-2	-6	-6	2

17) COc1ccc(CNC(=O)CCS(=O)(=O)c2ccc3c(c2)NC(=O)CS3)cc1
18) CCn1nnc(NC(=O)COc2ccc([N+](=O)[O-])cc2)n1
19) CCCC(=O)N(c1ccccc1)C1C=CS(=O)(=O)C1 (stereo unspecified)
20) CN(C)S(=O)(=O)c1cccc(NC(=O)Cc2ccc(Cl)cc2)c1
21) CCOC(=O)N1CCN(C(=O)Nc2ccc(Cl)cc2Cl)CC1
22) O=C1CC(NS(=O)(=O)c2ccc3ccccc3c2)CN1c1ccccc1 (stereo unspecified)
23) COc1ccc(S(=O)(=O)N2CCCC(c3cc(C(=O)NCc4cccnc4)no3)C2)cc1 (stereo unspecified)
24) O=C(CCN1C(=O)C2C3CCC(C3)C2C1=O)OCC(=O)c1ccccc1 (stereo unspecified)

assay / entry	17	18	19	20	21	22	23	24
H9c2 protect	8	-1	-2	-5	4	-11	-6	-4
N-glyco inh	-2	1	0	2	0	-1	-1	-3
iPSC survival up	0.9	-0.5	-3.3	-1.7	-2.8	0.4	-1.6	0.0
aDG glyco up	-0.1	-0.2	0.0	-0.1	-0.3	0.2	0.1	0.2
PDI turbidity	13	-1	-4	-12	-4	-2	-3	-2
Vif inh	-1	-5	-2	-2	6	-13	-2	-2
CaV13 ICDI inh	-2	-3	3	-4	-5	-6	-4	-3
Exocytosis inh	-6	10	-2	8	-2	-3	0	-1
ABCB6 inh MLPCN	103	96	107	97	104	95	97	91
m5-HT2A agonist	5	3	-3	-2	2	3	4	-4

25) CCN(CC)C(=O)C(=O)c1cccn1-c1c(Cl)cccc1C#N
26) Cc1ccc(N2C(=O)c3ccccc3C2Nc2ccc(S(=O)(=O)N3CCOCC3)cc2)nc1 (stereo unspecified)
27) CCOC(=O)c1c(C)[nH]c(C(=O)CN(C)CC(=O)Nc2ccccc2Cl)c1C
28) CCOC(=O)CNc1nc(C#N)nc(N2CCOCC2)n1
29) O=C(COc1ccc(Br)cc1)Nc1cc(S(=O)(=O)N2CCCCC2)ccc1N1CCCCC1
30) CCc1nc2ccc(C(=O)N3CCN(C(=O)c4ccco4)CC3)cn2c1N(C)C(=O)C1CCCCC1
31) Cc1nn(-c2ccc(F)cc2)c(C)c1CN1CCN(CCc2ccccc2)C(CCO)C1 (stereo unspecified)
32) COc1cccc(-c2c(C(=O)N/N=C(\C)c3ccc(Cl)s3)nnn2-c2nonc2N)c1

assay / entry	25	26	27	28	29	30	31	32
H9c2 protect	-1	11	-6	9	-5	-1	-4	3
N-glyco inh	-1	-5	0	0	-13	1	-1	1
iPSC survival up	-0.9	1.1	-0.5	1.9	-1.4	-0.5	-0.2	0.2
aDG glyco up	-0.1	0.0	-0.2	-0.1	0.4	0.4	0.2	-0.4
PDI turbidity	-1	nt	5	4	1	-13	7	-5
Vif inh	nt	-4	-2	-10	0	1	14	7
CaV13 ICDI inh	-5	-3	-2	-5	-3	-9	6	-7
Exocytosis inh	-1	-3	-3	0	-3	17	3	9
ABCB6 inh MLPCN	97	98	104	81	95	104	99	101
m5-HT2A agonist	0	8	0	-3	-1	1	-4	-10

33) COC(=O)c1cn(NC(=O)c2ccc(OC)c([N+](=O)[O-])c2)c(=O)c2ccccc12
34) CC1Sc2ccc(S(=O)(=O)NCCc3ccc(Cl)cc3)cc2NC1=O (stereo unspecified)
35) COC(=O)[C@@]1(C)[C@H]2C(=O)N(Cc3ccccc3)C(=O)[C@H]2[C@H]2CN=C(SCC(=O)c3ccccc3)N21
36) COC(=O)CN1C(=S)N(c2ccccc2)C(=O)C1CC(=O)Nc1ccc(Cl)cc1 (stereo unspecified)
37) O=C(OCn1nnc2ccccc2c1=O)c1cn(-c2ccccc2)nc1-c1cccnc1
38) CC1(C)Cc2c(sc3nnn(CC(=O)Nc4ccccc4)c(=O)c23)CO1
39) S=c1nc[nH]c2c1cnn2Cc1ccccc1
40) COC(=O)C1=C(C(=O)OC)[C@@H]2N(Cc3ccccc3)c3ccccc3[C@@]23C[C@@H](C(=O)OC)N(C(=O)c2cc(C)oc2C)C3=N1

assay / entry	33	34	35	36	37	38	39	40
H9c2 protect	3	-8	4	-1	23	-1	-3	6
N-glyco inh	0	0	4	0	-3	-2	0	22
iPSC survival up	1.3	-0.6	2.3	1.2	0.7	1.1	1.2	-3.1
aDG glyco up	0.2	3.5	-0.1	-0.2	-0.3	0.2	-0.1	0.6
PDI turbidity	-3	-1	23	-5	5	7	1	-1
Vif inh	4	-2	7	0	5	-1	-3	nt
CaV13 ICDI inh	-1	-1	-5	-4	-1	-20	-5	-5
Exocytosis inh	-7	0	6	4	-2	2	0	16
ABCB6 inh MLPCN	89	98	99	103	94	104	101	102
m5-HT2A agonist	5	-1	-5	-1	-1	-1	9	-1

Entries of single compounds, looked up by structure. Order of screens: H9c2 protect	N-glyco inh	iPSC survival up	aDG glyco up	PDI turbidity	Vif inh	CaV13 ICDI inh	Exocytosis inh	ABCB6 inh MLPCN	m5-HT2A agonist
COC(=O)CN1C(=S)N(c2ccccc2)C(=O)C1CC(=O)Nc1ccc(Cl)cc1 (stereo unspecified) is entered as -1	0	1.2	-0.2	-5	0	-4	4	103	-1
CC1(C)Cc2c(sc3nnn(CC(=O)Nc4ccccc4)c(=O)c23)CO1 is entered as -1	-2	1.1	0.2	7	-1	-20	2	104	-1
S=c1nc[nH]c2c1cnn2Cc1ccccc1 is entered as -3	0	1.2	-0.1	1	-3	-5	0	101	9
COC(=O)c1cn(NC(=O)c2ccc(OC)c([N+](=O)[O-])c2)c(=O)c2ccccc12 is entered as 3	0	1.3	0.2	-3	4	-1	-7	89	5

Back to the main list, starting 2 compounds before the break.
39) S=c1nc[nH]c2c1cnn2Cc1ccccc1
40) COC(=O)C1=C(C(=O)OC)[C@@H]2N(Cc3ccccc3)c3ccccc3[C@@]23C[C@@H](C(=O)OC)N(C(=O)c2cc(C)oc2C)C3=N1
41) CCOC(=O)N1CCN(c2c(N3CCN(c4ccccn4)CC3)c(=O)c2=O)CC1
42) CCOc1ccc(C(=O)N2CCN(CC(=O)N3CCCC3)CC2)cc1OCC
43) Cc1cccc(NC(=O)CSc2ncnc3nc[nH]c23)c1C
44) CCOC(=O)c1ccc(NC(=O)N2CCN(c3ccccc3OC)CC2)cc1
45) COc1ccc(C(=O)COC(=O)C(CCSC)NC(=O)COc2ccccc2)c(OC)c1 (stereo unspecified)
46) O=C(CSc1nccc(=O)[nH]1)c1c[nH]c2ccccc12
47) Cc1cc(C(=O)C(C)Cl)c(C)n1Cc1ccco1 (stereo unspecified)
48) COc1ccccc1NC(=O)COC(=O)c1[nH]c(=O)[nH]c(=O)c1N

assay / entry	39	40	41	42	43	44	45	46	47	48
H9c2 protect	-3	6	1	-2	14	-1	11	8	-1	10
N-glyco inh	0	22	-2	1	-1	-1	-1	2	-3	-1
iPSC survival up	1.2	-3.1	-2.3	-0.4	0.4	5.1	0.0	0.0	1.2	-0.4
aDG glyco up	-0.1	0.6	-0.2	-0.2	0.6	0.3	0.0	0.1	0.2	0.5
PDI turbidity	1	-1	7	-1	1	-2	9	-2	-5	1
Vif inh	-3	nt	5	1	-2	5	-4	2	-6	-3
CaV13 ICDI inh	-5	-5	-5	-6	-6	-4	nt	-1	-3	-6
Exocytosis inh	0	16	-4	1	1	0	-4	0	-2	3
ABCB6 inh MLPCN	101	102	100	101	94	101	97	106	107	109
m5-HT2A agonist	9	-1	-1	2	1	0	4	-6	7	-12

49) O=C(NCCCn1ccnc1)/C(=C\c1cccnc1)NC(=O)c1ccco1
50) CCC(=O)NC(c1ccc(Cl)cc1Cl)c1ccc2cccnc2c1O (stereo unspecified)
51) Cn1c(NC(=O)c2ccc3c(c2)OCO3)cc(=O)n(C)c1=O
52) N#CCN(CC#N)C(=O)C1c2ccccc2Oc2ccccc21

assay / entry	49	50	51	52
H9c2 protect	11	45	0	0
N-glyco inh	2	-10	-2	0
iPSC survival up	-1.7	-0.4	2.4	0.0
aDG glyco up	-0.5	-0.3	0.1	-0.1
PDI turbidity	-4	-20	-8	-6
Vif inh	5	24	-4	-1
CaV13 ICDI inh	3	-22	-6	-26
Exocytosis inh	-1	6	-1	-10
ABCB6 inh MLPCN	90	233	100	104
m5-HT2A agonist	1	-4	3	3

Compound activity (PubChem BioAssay)
